Source: PubChem BioAssay (The Scripps Research Institute Molecular Screening Center)
TAAR1 antag: human TAAR1 antagonism. Q96RJ0. CHO RD-HGA16 TAAR1, Fluo-8 calcium fluorescence, antagonist. inhibition, % at 3 µM. hit rate 1.5% among 360,000. AID 624466;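 active means inhibition above a per-plate cutoff, the mean inhibition of test compounds on that plate plus 3 SD, cut at about 49% in these data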;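 further: 0% = DMSO plus EC80 beta-PEA response and 100% = DMSO alone without agonist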
Target sequence (Q96RJ0 whole entry, looked up): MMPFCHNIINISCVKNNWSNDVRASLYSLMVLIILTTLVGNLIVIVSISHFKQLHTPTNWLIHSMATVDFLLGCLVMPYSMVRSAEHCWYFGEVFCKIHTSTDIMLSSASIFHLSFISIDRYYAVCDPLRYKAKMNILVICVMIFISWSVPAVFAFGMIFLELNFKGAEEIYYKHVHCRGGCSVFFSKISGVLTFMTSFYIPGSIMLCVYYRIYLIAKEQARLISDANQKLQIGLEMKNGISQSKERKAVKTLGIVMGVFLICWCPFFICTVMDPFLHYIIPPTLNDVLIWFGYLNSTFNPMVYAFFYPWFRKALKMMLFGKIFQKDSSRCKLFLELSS
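Material: RD-HGA16 CHO cells with stable hTAAR1 and Gα16; Dosing: single nominal final test compound concentration of 3 µM; Schedule: seeding 17-24 h prior, 75-min 37 °C, 30-min RT dye loading; Detection: kinetic Fluo-8 calcium fluorescence measurement; Measure: % inhibition from peak post-agonist over basal fluorescence ratio; Benchmarks: vehicle and agonist controls.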
M1 PAM: positive allosteric modulators of human M1 muscarinic receptor. P11229. CHO-K1 hM1, Fluo-8 calcium fluorescence, ACh EC20; 0% = ACh EC20, 100% = maximal ACh. activation, % at 3 µM. hit rate 0.088% among 360,000. AID 588819; in the data active means activation above about 19%, passing the limit was not always enough
Target sequence (P11229 whole entry, looked up): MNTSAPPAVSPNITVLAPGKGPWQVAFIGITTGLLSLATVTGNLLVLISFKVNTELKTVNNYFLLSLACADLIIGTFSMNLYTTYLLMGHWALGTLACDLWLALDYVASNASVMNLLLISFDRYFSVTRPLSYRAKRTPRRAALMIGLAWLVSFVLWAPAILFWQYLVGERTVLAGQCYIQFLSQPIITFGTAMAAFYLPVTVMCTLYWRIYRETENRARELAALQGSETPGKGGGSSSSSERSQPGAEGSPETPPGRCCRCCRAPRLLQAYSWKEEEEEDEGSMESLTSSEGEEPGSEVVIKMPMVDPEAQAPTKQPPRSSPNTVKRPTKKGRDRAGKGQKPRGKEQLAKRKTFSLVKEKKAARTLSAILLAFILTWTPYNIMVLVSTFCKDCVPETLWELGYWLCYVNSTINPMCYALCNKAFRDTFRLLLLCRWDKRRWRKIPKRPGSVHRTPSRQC
TAAR1 agonist: human TAAR1 agonism. Q96RJ0. CHO RD-HGA16 TAAR1, Fluo-8 calcium fluorescence; vehicle wells 0%, saturating PEA agonist 100%. activation, % at 3 µM. hit rate 0.99% among 360,000;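 active means activation above the mean activation of all test compounds in the run plus 3 SD, cut at about 38% in these data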
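System: CHO RD-HGA16 cells carrying human TAAR1 plus Gα16; Incubation: 17-24 h seeding, 75 min 37 °C dye, 30 min RT; Measured by: Fluo-8 fluorescence, 5 s baseline then 140 s kinetic read; Control set: DMSO and PEA EC100; Replication: single well for each compound.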
CHO parental Ca: counter-screen for OX1R antagonists: effect in parental CHO cells | parental CHO-K1, ATP-induced calcium, Fluo-8 fluorescence | inhibition, % at 5.6 µM | hit rate 0.63% among 330,000 | AID 463079;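 active means inhibition above that plate's mean sample inhibition plus 3 SD, cut at about 26% in these data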;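 further: 0% = ATP-challenged DMSO wells and 100% = DMSO wells without ATP; some compounds past the cut are filed as inactive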
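Test system: untransfected parental CHO cell line; also added: ATP stimulus; dosing: 5.6 µM, single dose; signal: calcium-sensitive Fluo-8 fluorescence; measure: percent inhibition of ATP-evoked calcium rise, normalized to controls; benchmarks: low control ATP plus DMSO, high control DMSO only; replication: one well per compound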
M1 ag parental: counter-screen for M1 agonists: effect in parental CHO-K1 cells | Fluo-8 calcium fluorescence; scaled to maximal ATP response, vehicle zero | activation, % at 3 µM | hit rate 0.48% among 360,000; in the data active means activation above about 15%;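 further: untransfected CHO-K1 host cells lacking M1 receptor as counterscreen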
M1 ag: agonists of human M1 muscarinic receptor; activation, % at 3 µM; AID 588814; P11229; CHO-K1 hM1, Fluo-8 calcium fluorescence, agonist mode; 0% DMSO, 100% acetylcholine EC100; hit rate 0.33% among 360,000;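 active means activation above the run's mean compound activation plus 3 SD, cut at about 16% in these data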;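 further: peak over basal fluorescence ratio within a 140 s kinetic read after compound addition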
M1 antag: human CHRM1 antagonism; P11229; AID 588852; CHO-K1 hM1, Fluo-8 calcium fluorescence, ACh EC80 antagonist; hit rate 1.3% among 360,000; inhibition, % at 3 µM;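 active means percent inhibition above its own plate's cutoff, namely the mean of that plate's compound wells plus 3 SD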;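 further: peak over basal fluorescence ratio during 140 s after agonist addition; 0% = ACh EC80 plus DMSO and 100% = DMSO alone without agonist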
CHO-K1 Ca antag: M1 antagonist counterscreen hit in parental CHO-K1 cells; ATP-induced calcium, Fluo-8 fluorescence; inhibition, % at 3 µM; hit rate 0.6% among 360,000; AID 602250;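 active means inhibition above a per-plate cutoff, the plate's mean sample inhibition plus 3 SD, cut at about 24% in these data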;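 further: 0% = DMSO plus EC80 ATP and 100% = DMSO alone without ATP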
CHO-K1 Ca PAM: counter-screen for M1 PAMs: effect in parental CHO-K1 cells | activation, % at 3 µM | hit rate 0.02% among 360,000 | AID 602247 | ATP EC20, Fluo-8 calcium fluorescence; 0% at ATP EC20, 100% at ATP max;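 active means activation above the run cutoff, the mean activation of all test compounds plus 3 SD, cut at about 40% in these data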;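 further: peak over basal fluorescence ratio in a 140 s read after ATP addition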
* marks the source's active call; other numbers are inactive results; . = not tested or not shown.

SMILES | TAAR1 antag | M1 PAM | TAAR1 agonist | CHO parental Ca | M1 ag parental | M1 ag | M1 antag | CHO-K1 Ca antag | CHO-K1 Ca PAM
COC(=O)[C@H](CCSC)NC(=O)Nc1ccc(C(C)=O)cc1 | 4 | 4 | 12 | 0 | 0.8 | -4 | -2 | -8 | 1
Cc1ccc(O)c(C(=O)c2cnc3c(c2)COc2ccc(C)cc2-3)c1 | 15 | -5 | 9 | -9 | 4.5 | -5 | -4 | -2 | 7
CCCC(=O)Nc1nnc(CC(=O)N2CCCC2)s1 | -13 | -5 | 2 | -5 | -0.2 | -2 | 9 | -9 | 2
COc1ccc(CN2CCC(N3CCC(C(=O)N4CCOCC4)CC3)CC2)c(F)c1 | 15 | 11 | 5 | -10 | 0.5 | -16 | 6 | -10 | 9
COc1cccc(CNC(=O)CSc2ccc(-c3ccccn3)nn2)c1 | -6 | 17 | -1 | -7 | 0.2 | -3 | -19 | -6 | -6
CCCCN(C(=O)CCCc1nc2ccccc2s1)c1c(N)n(CC(C)C)c(=O)[nH]c1=O | -28 | 7 | 2 | -20 | 0.4 | -3 | -4 | -19 | 3
Cc1ccccc1NC(=O)Nc1ccc(C(F)(F)F)cc1 | -10 | -20 | 7 | 25 | 11 | -5 | 14 | 24* | -9
CC1NC(=O)c2cccnc2-n2c1nc1ccccc1c2=O (stereo not given) | -2 | 4 | 0 | . | 0.0 | 1 | -1 | 16 | -11
CCN(CC)CCCNC(=O)c1sc2ncn(CC(=O)Nc3ccc(C)c(Cl)c3)c(=O)c2c1C | 4 | 4 | 1 | -16 | 0.7 | 2 | -3 | 3 | 9
C=CCN=c1scc(-c2ccc(F)cc2)n1/N=C/c1ccccn1 | 22 | -3 | 4 | -13 | 1.3 | -9 | -5 | -3 | 13
CCCCN(CCCC)C1=Nc2ccccc2N/C1=C(/C#N)C(=O)OCC | 24 | -5 | 12 | -17 | -0.1 | -3 | 4 | 6 | -6
COc1ccc(/C=C/C(=O)Nc2ccccc2)cc1S(=O)(=O)N1CCOCC1 | -13 | 4 | 9 | -25 | 3.1 | -3 | -11 | -7 | 11
CCCCOc1ccc(N=Cc2cccs2)cc1 | 15 | 2 | -1 | 3 | 0.0 | -7 | -6 | 6 | 14
COc1ccc(OCCn2c(=N)n(CCO)c3ccccc32)cc1 | 8 | 16 | 0 | -15 | -0.2 | -6 | -2 | -8 | 3
Oc1ccc2ccccc2c1-c1sc(Nc2ccccc2)n[n+]1-c1ccc(F)cc1 | 6 | 6 | 14 | -17 | 0.9 | -7 | 1 | -9 | 4
C/C(=N\N=C(/N)SC1CC(=O)N(c2cccc(Cl)c2)C1=O)c1cccs1 (stereo not given) | 14 | 7 | 6 | 8 | 1.7 | -3 | -4 | -6 | 8
O=C(NCCN1C(=O)S/C(=C\c2ccc(Cl)cc2)C1=O)C1=COCCO1 | -10 | 4 | 1 | -7 | 0.5 | 0 | -13 | -14 | 6
Cn1c(N)c(C(=O)COC(=O)c2ccccn2)c(=O)n(C)c1=O | 13 | 3 | 10 | -12 | 2.3 | -8 | -6 | -5 | 14
CCOC(=O)C1=C(C)N=c2s/c(=C\c3ccc(C(=O)O)cc3)c(=O)n2C1c1ccc(F)cc1 (stereo not given) | 12 | 5 | 5 | . | -0.1 | -4 | -4 | 7 | -9
Cc1ccc2c(c1)cc(CN(Cc1cccnc1)C(=O)c1ccccc1)c1nnnn12 | 3 | 3 | 0 | -24 | 2.2 | -6 | -1 | -23 | 16
CN1CCN(c2ncc(CN3C(=O)c4ccccc4C3=O)s2)CC1 | -28 | -9 | 1 | -9 | 0.3 | -9 | 8 | -3 | -9
O=S(=O)(c1ccc(Br)s1)N1CCN(c2ccccc2)CC1 | 5 | 2 | 14 | -13 | -0.1 | -2 | 5 | -4 | 6
CN(NC(=O)COc1ccccc1)C1=NS(=O)(=O)c2ccccc21 | 12 | 2 | 3 | 0 | -0.1 | 0 | 1 | -1 | -8
COc1cc(O)c2c(=O)c(-c3ccc(O[C@@H]4O[C@H](CO)[C@@H](O)[C@H](O)[C@H]4O)cc3)coc2c1 | -14 | 6 | -1 | . | -0.3 | -2 | 1 | -2 | 3
CN(C)S(=O)(=O)N1CCCN(S(=O)(=O)N(C)C)CC1 | 4 | 10 | 5 | 11 | -0.1 | -4 | -1 | 5 | -7
Continued:
SMILES | TAAR1 antag | M1 PAM | TAAR1 agonist | CHO parental Ca | M1 ag parental | M1 ag | M1 antag | CHO-K1 Ca antag | CHO-K1 Ca PAM
CCC1(C)Cc2ccccc2-c2nc3n(c(=O)c21)CC(C(=O)O)S3 (stereo not given) | -11 | -3 | 3 | -1 | 0.7 | -3 | 4 | -6 | 3
S=c1[nH]cnc2scc(-c3ccc(Cl)cc3)c12 | 16 | 5 | 1 | -5 | 0.8 | -1 | -3 | -6 | 14
CN(CC1CCOCC1)C(=O)CC1C(=O)NCCN1Cc1cccc(Oc2ccccc2)c1 (stereo not given) | 13 | 8 | 4 | -18 | 0.2 | -3 | 5 | -9 | -1
CCN1CCCC1CNC(=O)c1cc2cc(F)ccc2[nH]1 (stereo not given) | -3 | 3 | 0 | -9 | 0.4 | -10 | -7 | -2 | -9
CN1CCN(C(=O)CSc2nc(-c3cccs3)ccc2C#N)CC1 | 20 | -6 | 2 | -14 | 0.1 | -5 | 14 | -6 | 3
CC1CC(C(F)(F)F)n2ncc(C(=O)O)c2N1 (stereo not given) | -15 | -1 | 5 | -8 | 0.6 | -3 | -25 | -2 | 12
c1ccc2c(c1)nnn2Cc1nnc2sc(-c3ccncc3)nn12 | 8 | -6 | 10 | -3 | 1.7 | -2 | 9 | 16 | -15
CC1CC(C)CN(S(=O)(=O)c2cc3c(cc2Cl)NC(=O)CO3)C1 (stereo not given) | 12 | 3 | -1 | -4 | 0.5 | -7 | -6 | -5 | 8
CCc1nc2ccc(C(=O)Nc3cccc(NS(C)(=O)=O)c3)cn2c1N(C)CCN1CCOCC1 | -16 | 12 | 1 | . | 0.2 | -9 | -14 | -8 | 25
COc1ccc(CNC(=O)c2cn(Cc3ccc(S(=O)(=O)N(C)C)cc3)c(=O)s2)cc1 | 29 | 10 | 8 | . | 6.2 | 5 | -8 | -3 | -9
COC(=O)c1ccccc1NC(=O)Nc1cnccn1 | 7 | 4 | 6 | -13 | 1.1 | -4 | 5 | -5 | 15
Cc1cc(N2CCC(C)CC2)nc2cccc(O)c12 | -17 | -8 | -2 | -10 | -0.5 | -8 | 2 | 7 | -6
CCOC(=O)C1CCCN(C(=O)c2cc(CN3C(=O)c4ccccc4C3=O)ccc2OC)C1 (stereo not given) | -2 | 10 | 2 | 4 | 0.5 | 8 | 9 | 4 | -9
COc1cccc(NC(=O)CNC(=O)Cn2cnc3sc4c(c3c2=O)CCCC4)c1 | 4 | 7 | 5 | -26 | 0.7 | 2 | -5 | 3 | 8
COc1cc(C)c(Cl)cc1S(=O)(=O)NCc1ccco1 | -2 | 2 | 15 | -4 | 0.5 | 1 | -17 | -1 | 10
Cc1cc(CNC[C@H]2O[C@@H](n3ccc(N)nc3=O)[C@H](O)[C@@H]2O)no1 | -18 | -2 | 9 | . | -0.2 | -2 | 4 | 6 | -9
O=C(CN1CCN(C(=O)C2CCCO2)CC1)Nc1ccc(Cl)cc1 (stereo not given) | -13 | 1 | 1 | 9 | 3.4 | -4 | 2 | 8 | -11
COc1ccccc1C(=O)N1CCN(C(=O)[C@H]2O[C@@H](n3ccc(N)nc3=O)[C@H](O)[C@@H]2O)CC1 | -10 | 5 | 1 | . | 0.7 | 1 | -38 | -25 | 20
Cn1nc(C(F)(F)F)c(-c2ccccc2)c1N | -26 | -2 | 2 | 5 | 0.2 | -4 | 7 | 17 | -23
Cc1c(Cl)cnc(NC(=O)COC(=O)Cc2coc3ccc4ccccc4c23)c1Cl | -11 | -2 | -1 | -15 | 2.4 | -7 | 1 | 1 | -2
Cc1cc(C)cc(N(CC(=O)NCC2CCCO2)C(=O)CCC(=O)Nc2nccs2)c1 (stereo not given) | 1 | 8 | 4 | -2 | 0.1 | -2 | -12 | -11 | 13
COC(=O)c1cc(C)sc1NC(=O)C1CC=CCC1C(=O)O (stereo not given) | 13 | -4 | 4 | -2 | -0.1 | -3 | 2 | -18 | 5
O=c1c2ccccc2oc2cc(-c3ccc(CN4CCOCC4)cc3)ccc12 | 43 | -6 | 13 | -16 | 10 | -1 | 0 | -8 | -4
Cc1cc(=O)[nH]c(SCC(=O)Nc2cc(S(=O)(=O)N(C)C)ccc2Cl)n1 | -9 | 7 | 2 | -15 | -0.2 | -3 | -9 | -11 | 10
O=C(NCc1csc(-c2cccs2)n1)c1cccc(Cl)c1 | 7 | 5 | 6 | -1 | 5.3 | -2 | -1 | -4 | 12
More structures.
SMILES | TAAR1 antag | M1 PAM | TAAR1 agonist | CHO parental Ca | M1 ag parental | M1 ag | M1 antag | CHO-K1 Ca antag | CHO-K1 Ca PAM
Cc1cc(C(=O)N2CCN(C/C=C/c3ccccc3)CC2)cs1 | . | -12 | . | -19 | 0.9 | -9 | 19 | 11 | -11
Cc1nc(NCc2ccco2)c2c(C)c(C)sc2n1 | 20 | -7 | 15 | -14 | 7.5 | -1 | 10 | -1 | -4
Cn1ccnc1SCC(=O)Nc1ccccc1 | -11 | -3 | 3 | 4 | 0.1 | -4 | -11 | -1 | 3
CC(OC(=O)CCN=C1NS(=O)(=O)c2ccccc21)C(=O)Nc1ccc(F)cc1Cl (stereo not given) | -19 | -1 | 3 | -16 | 1.1 | -2 | -9 | 6 | -2
Cc1ccc(CNC(=O)c2csc3c2CCCCC3)cc1 | 12 | 12 | 10 | 10 | 0.1 | -1 | -10 | -3 | 11
O=C(Nc1ccc(Cl)cc1)c1ccc2c(=O)n3c(nc2c1)CCCCC3 | 15 | -18 | 6 | -7 | 9.1 | -4 | 8 | -7 | 7
Clc1ccccc1Cn1nnc2ccccc21 | 3 | 4 | 0 | -6 | 1.3 | -5 | -9 | -10 | -8
C/C(=N\NC(=O)C(=O)Nc1cc(Cl)ccc1Cl)c1ccncc1 | -14 | 0 | 1 | -15 | 0.4 | -3 | 6 | -8 | -1
O=C(O)c1ccc(CSc2nnc(COc3ccc(Cl)cc3Cl)o2)cc1 | 18 | 3 | 5 | 4 | 1.4 | 3 | -7 | -10 | 20
COc1ccccc1OP(=O)(O)Oc1ccccc1OC | -23 | 8 | 1 | -1 | 0.9 | -4 | -11 | -12 | 11
CC(C)(C)NC(=O)CN(C(=O)CS(=O)CC(=O)Nc1ccc(F)cc1)c1ccc2c(c1)OCCO2 (stereo not given) | -19 | 1 | 4 | -19 | -0.1 | -4 | -8 | -6 | 8
